Compound activity as filed in PubChem BioAssay.
MrgX1 antag – antagonists of human MrgX1 receptor. Q96LB2. MRGX1-HEK293 calcium flux, Fluo-4, BAM8-22 antagonism; active compounds read low. B-score at 10 µM. 310,000 compounds, 1.3% hits. AID 588676;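 active = calcium-response B-score plate-corrected more than 3 library SD below zero, starting fluorescence within 5 deviations, no agonist response on first addition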;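 also: peak minus trough fluorescence over baseline after final BAM8-22 challenge near maximal dose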
TRPC6 inhibitor – mouse TRPC6 channel inhibition | 310,000 compounds, 1.1% hits | AID 2553 | B-score at 10 µM | Q61143 | HEK293-TRPC6, membrane potential dye, ACh-evoked depolarization; active compounds read low;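 active = B-score under library mean minus 3 SD, initial fluorescence not abnormally high, positive integrated signal ratio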;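 also: B-score derived from integrated fluorescence ratio over the kinetic read; more negative B-score means stronger inhibition of depolarization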
Target sequence (Q61143 whole entry, looked up): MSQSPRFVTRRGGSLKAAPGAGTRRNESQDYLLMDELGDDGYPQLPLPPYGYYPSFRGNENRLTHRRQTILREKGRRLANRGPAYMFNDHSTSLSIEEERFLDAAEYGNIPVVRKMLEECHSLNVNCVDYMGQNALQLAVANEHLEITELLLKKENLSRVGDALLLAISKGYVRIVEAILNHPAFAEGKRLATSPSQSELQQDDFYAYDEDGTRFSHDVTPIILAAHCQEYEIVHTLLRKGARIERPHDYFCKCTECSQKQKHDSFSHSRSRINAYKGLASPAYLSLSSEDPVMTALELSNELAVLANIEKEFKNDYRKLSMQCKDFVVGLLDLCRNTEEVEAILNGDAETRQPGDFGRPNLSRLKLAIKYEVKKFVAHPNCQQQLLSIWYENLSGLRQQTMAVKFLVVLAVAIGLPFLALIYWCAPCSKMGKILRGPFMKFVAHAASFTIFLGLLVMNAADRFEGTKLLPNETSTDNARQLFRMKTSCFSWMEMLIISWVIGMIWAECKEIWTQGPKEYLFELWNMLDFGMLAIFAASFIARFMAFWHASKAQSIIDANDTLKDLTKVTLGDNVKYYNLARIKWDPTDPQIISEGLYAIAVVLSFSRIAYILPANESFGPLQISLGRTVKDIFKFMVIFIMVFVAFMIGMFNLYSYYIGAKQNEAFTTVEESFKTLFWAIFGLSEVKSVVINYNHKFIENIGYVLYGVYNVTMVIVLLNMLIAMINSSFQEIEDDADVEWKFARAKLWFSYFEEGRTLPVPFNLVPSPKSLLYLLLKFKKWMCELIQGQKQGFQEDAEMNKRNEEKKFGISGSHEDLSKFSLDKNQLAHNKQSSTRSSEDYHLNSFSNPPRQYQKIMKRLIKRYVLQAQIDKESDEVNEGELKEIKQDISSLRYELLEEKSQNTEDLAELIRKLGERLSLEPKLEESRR
MrgX1 PAM – allosterically activates human MrgX1 receptor signaling. B-score at 10 µM. 310,000 compounds, 0.63% hits. AID 588675. MrgX1-HEK293, Fluo-4 calcium flux, FDSS; active compounds read high;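 active = plate-corrected calcium response at least 3 library SD above typical, normal starting fluorescence, not activating the receptor alone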;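 also: compound read alongside a low EC10 to EC30 dose of BAM8-22 agonist; peak minus trough fluorescence over baseline measured at the second addition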
PolyA inh – yeast polyadenylation inhibition; S. cerevisiae SKY197-pL101 polyadenylation reporter, beta-gal luminescence; efflux-impaired pdr1/pdr3 knockout yeast; score 100 = 6 SD above DMSO; 300,000 compounds, 0.02% hits; AID 1875; calls only at 12 µM;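 active = lowest replicate activity score at least 50, where 100 means six control SD above control mean; inconclusive = lowest score under 50 but half or more replicates reach 50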;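 also: yeast exposed to compound for 9 h at 30 °C; higher score means more reporter readthrough which indicates perturbed polyadenylation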
HIF activator – HIF pathway transcriptional activation. U2OS HRE-luciferase reporter, luminescence; normalized: DMSO 0%, desferrioxamine 100%. activation, % at 7.5 µM (by protocol). 300,000 compounds, 0.32% hits. AID 1910;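 active = mean activation of at least 10% of the iron chelator positive control signal, with at least half of replicates also reaching 10%; inconclusive = mean and replicate majority disagree about reaching 10%; inactive = mean and most replicates under 10%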
AI-2 QS modul – Vibrio harveyi AI-2 quorum sensing modulation; Vibrio harveyi JMH597 AI-2 luminescence/OD600 ratio, 9 h; active compounds read low; strain lacks LuxN and CqsS sensors; 0 = neutral-control median; activity change, % at 7.5 µM; 300,000 compounds, 0.4% hits; AID 2094; in the data active = activity change below about -75%, passing the limit was not always enough; inconclusive = no clear call, values can overlap the other calls;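 also: luminescence divided by OD600 gain over 9 h not by final OD600 alone; inactives centre near 13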
TRPC6 act – activators of mouse TRPC6 channel; 310,000 compounds, 0.13% hits; HEK293-TRPC6 membrane potential dye fluorescence; active compounds read high; Q61143; B-score at 10 µM;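 active = B-score of the integrated fluorescence ratio above library mean plus 3 SD, and starting fluorescence ratio within library mean plus 5 SD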;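 also: higher score means more depolarization so channel activation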
TRPC4 PAM – TRPC4 (mouse) allosteric potentiation | Q9QUQ5 | HEK293 TRPC4beta/mu-opioid, DAMGO EC20, Fluo-4 Ca2+ flux; active compounds read high | B-score at 10 µM | 310,000 compounds, 0.42% hits;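 active = B-score of calcium response area above 5 SD of library B-scores, with initial fluorescence ratio within 5 SD of library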;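 also: B-score of integrated fluorescence ratio over time as area under calcium response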
MrgX1 agonist – human MrgX1 receptor agonism, primary screen. 310,000 compounds, 0.44% hits. B-score at 10 µM. MrgX1-HEK293 cells, Fluo-4 calcium fluorescence, agonist mode; active compounds read high. Q96LB2;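 active = calcium response B-score plate-corrected fluorescence ratio at least 3 library SD, with starting fluorescence B-score inside 5 SD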
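Test system: HEK293 cells stably expressing human MrgX1 receptor; Input: fifteen thousand cells per well; Dosing: compound delivered in addition one of three; Schedule: overnight seeding, then 1 h dark dye loading; Technique: Fluo-4 NW calcium fluorescence; Measure: B-scored fluorescence response ratio; Controls: positive and negative controls per plate.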
TRPC4 block – inhibitors of mouse TRPC4 channel; Q9QUQ5; HEK293 TRPC4beta/mu-opioid, DAMGO-evoked Fluo4 calcium flux; active compounds read low; B-score at 10 µM; 300,000 compounds, 0.39% hits;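 active = B-score over 3 SD under the library average, no early fluorescence shift, positive overall ratio signal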
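test system = HEK293 cells with stable TRPC4beta plus mu-opioid receptor expression | detection = Fluo4 Ca2+ flux fluorescence | read-out = integrated fluorescence ratio relative to baseline, converted to per-well B score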
TRPC4 agonist – TRPC4 (mouse) channel activation; HEK293 TRPC4beta/mu-opioid, Fluo4 calcium fluorescence; active compounds read high; B-score at 10 µM; 310,000 compounds, 0.49% hits; AID 2237;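 active = B-score above 5 SD of library B-scores, and initial fluorescence ratio not above library mean plus 5 SD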;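 also: positive B-score marks a calcium rise read as TRPC4 activation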
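System – HEK293 cells stably co-expressing mouse TRPC4beta and mu-opioid receptor · Signal – Fluo4 calcium-sensitive dye fluorescence, kinetic, 1 Hz baseline · Benchmarks – buffer (low) and maximal DAMGO (high) · Read-out – B score of integrated fluorescence ratio per well · Incubation – dye loading 45 min room temperature, 110 s kinetic read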
Numbers without * were called inactive; i = inactive; u = inconclusive; x = no result given.

SMILES	MrgX1 antag	TRPC6 inhibitor	MrgX1 PAM	PolyA inh	HIF activator	AI-2 QS modul	TRPC6 act	TRPC4 PAM	MrgX1 agonist	TRPC4 block	TRPC4 agonist
COc1ccc(NS(=O)(=O)c2ccc(Br)s2)cc1OC	i	i	i	i	0.1	34.1	i	i	i	i	i
CCOC(=O)N1CCC(NC(=O)C2CCCN(Cc3nc(-c4cccc(C)c4)oc3C)C2)CC1 (configuration not stated)	i	i	i	i	-0.4	8.5	i	i	i	i	i
COc1ccc(/C=N/NC(=O)c2nc(-c3ccccc3)cc(-c3ccccc3)n2)cc1O	i	i	i	i	0.8	10.8	i	i	i	i	i
CCCCNC(=O)C1CCN(C(=O)Nc2ccc(C)cc2)CC1	i	i	i	i	0.0	25.5	i	i	i	i	i
COc1ccc(Cl)cc1NC(=O)CN1CCN(C(=O)N2CCOCC2)CC1	i	i	i	i	0.3	14.3	i	i	i	i	i
COc1ccc(Br)cc1/C=N/NC(=O)c1cccc(S(=O)(=O)N2CCOCC2)c1	i	i	i	i	0.0	10.9	i	i	i	i	i
O=C(c1cccc(C(F)(F)F)c1)N1CCOc2ccccc21	i	i	i	i	-28.5	5.9	i	i	i	i	i
COc1cc2nc(NCCCN3CCN(C)CC3)n3nc(-c4ccccc4)nc3c2cc1OC	i	-6.6*	i	i	0.4	-12.5	i	i	i	i	i
NC(=O)NC(=O)COC(=O)CCCc1c[nH]c2ccccc12	i	i	i	i	-0.4	32.8	i	i	i	i	i
CCOC(=O)C(=O)c1csc(NC(=O)CCSc2ccc(C)cc2)n1	i	i	i	i	0.1	20.3	i	i	i	i	i
O=C(O)C1CC(=O)N(c2ccc(OCc3ccccc3)cc2)C1 (configuration not stated)	i	i	i	i	-0.2	11.4	i	i	i	x	i
Cc1cccc(CN2CCNC2=O)c1	i	i	i	x	-0.1	13.8	i	i	i	i	i
CCOc1ccccc1NC(=O)C1CCCN(S(=O)(=O)c2c(C)[nH]c(=O)[nH]c2=O)C1 (configuration not stated)	i	i	i	i	-0.3	24.8	i	i	i	i	i
Cc1cc(N/C=C/C(=O)c2ccccc2)ccc1Br	i	i	i	i	2.6	4.4	i	i	i	i	i
O=C1OCc2ccc(NC(=O)c3ccccc3C(=O)O)cc21	i	i	i	x	2.9	16.1	i	i	i	i	i
O=C(Oc1cccnc1)c1ccc(Cl)c(Cl)c1	i	i	i	i	-0.9	8.2	i	i	i	i	i
O=C(CSc1ccc(-c2ccccn2)nn1)N1CCCCC1	i	i	i	i	2.9	26.9	i	i	i	i	i
O=C(N/N=C/c1ccc(Br)o1)c1cncc(Br)c1	i	i	i	i	-0.2	25.3	i	i	i	i	i
CCn1c(CNC(=O)c2cccs2)n[nH]c1=S	i	i	i	i	1.6	13.8	i	i	i	i	i
COc1ccc(CN(C(=O)c2ccco2)c2ccc(Br)cc2)cc1OC	i	i	i	i	0.1	14.5	i	i	i	i	i
Cc1ccc(NC(=O)C(C)N2CCCC2)cc1Cl (configuration not stated)	i	i	i	i	-0.3	23.2	i	i	i	i	i
Clc1ccc(Cl)c(OCCN2CCOCC2)c1	i	i	i	i	-4.9	22.6	i	i	i	i	i
COc1cc(C(=O)N2CCc3ccccc32)cc(OC)c1OC	i	i	i	i	1.5	28.3	i	i	i	i	i
CC1CC(C)(C)CC2(C1)NC(=O)N(CC(=O)Nc1nccs1)C2=O (configuration not stated)	i	i	i	i	0.7	20.6	i	i	i	i	i
C/C(=N\N=C1\NC(=O)C(CC(=O)Nc2ccc(C)c(Cl)c2)S1)C(C)C (configuration not stated)	i	i	i	i	-0.2	11.9	i	i	i	i	i
CC(=O)NCCc1nc2cc(NS(=O)(=O)c3ccccc3)ccc2n1C	i	i	i	i	1.2	-5.2	i	i	i	i	i
COCCCNC(=O)CCN1N=C(c2ccccc2)CCC1=O	i	i	i	i	-0.9	23.1	i	i	i	i	i
COc1ccc(/C=C(\C#N)C(=O)OCC(=O)NCc2ccco2)cc1	i	i	i	i	-0.4	7.0	i	i	i	i	i
COc1ccccc1NC(=O)c1ccc(NC(=O)COC(=O)CCC2CCCC2)cc1	i	i	i	i	-0.3	25.1	i	i	i	i	i
CC1CCCN(C(=S)Nc2ccc3nc4n(c(=O)c3c2)CCCCC4)C1 (configuration not stated)	i	i	i	i	-0.4	4.2	i	i	i	i	i
Cc1ccnn1CCC(=O)N1CCCC(N2CCN(c3cccc(Cl)c3)CC2)C1 (configuration not stated)	i	i	i	i	-0.5	18.9	i	i	i	i	i
CCc1nnc(NC(=O)C2CC(=O)N(Cc3ccccc3)C2)s1 (configuration not stated)	i	i	i	i	0.0	44.5	i	i	i	i	i
COc1cccc(CC2(CO)CCCN(Cc3cnn(-c4ccccc4)c3)C2)c1 (configuration not stated)	i	i	i	i	-1.2	8.8	i	i	i	i	i
O=C(O)C1CCCN1S(=O)(=O)c1ccc(Cl)cc1 (configuration not stated)	i	i	i	i	0.1	9.6	i	i	i	i	i
CNC(=O)CSc1nnc(-c2ccco2)n1-c1cccc(C)c1C	i	i	i	i	-0.7	x	i	i	i	i	i
NC(=O)CN1C(=O)C2C3C=CC(C3)C2C1=O (configuration not stated)	i	i	i	i	0.0	2.4	i	i	i	i	i
COc1nccnc1NS(=O)(=O)c1ccc(N)cc1	x	i	x	i	-19.2	0.3	i	i	x	i	i
Cc1ccc2ncc([N+](=O)[O-])n2c1	i	i	i	i	0.1	-1.7	i	i	i	x	i
CCCN1/C(=C2/SC(=S)N(CC)C2=O)C=Cc2ccccc21	i	i	i	i	0.0	13.6	i	i	i	i	i
C[C@H](NC(=O)[C@H]1N2C(=O)c3ccccc3C2SC1(C)C)C(=O)NCC1CCCO1 (some centres not stated)	i	i	i	i	0.0	15.2	i	i	i	i	i
COC(=O)Nc1ccc(S(=O)(=O)N2CCN(C)CC2)cc1	i	i	i	i	0.0	u	i	i	i	i	i
O=C1N(Cc2cccnc2)C[C@@H]2C[C@@H](c3cccc(C(F)(F)F)c3)N3CCC[C@@]123	i	i	i	i	-0.4	12.8	i	i	i	i	i
Cc1c(Cl)c([N+](=O)[O-])nn1CC(=O)N1CCCc2ccccc21	i	i	i	i	0.0	8.3	i	i	i	i	i
CCOc1ccc(NC(=O)Nc2ccc(Br)cn2)cc1	i	i	i	i	0.9	5.0	i	i	i	i	i
Nc1c(C(=O)NCc2ccco2)sc2nc(N3CCOCC3)c3c(c12)CCCC3	i	i	i	i	1.0	35.8	i	i	i	i	i
CCOc1ccc(CCNC(=O)CCCN2C(=O)c3ccccc3C2=O)cc1OCC	i	i	i	i	-0.1	21.0	i	i	i	i	i
CCN(CC)S(=O)(=O)c1cccc(NC(=O)CSc2nc3ccccc3[nH]2)c1	i	i	i	i	-0.2	9.8	i	i	i	i	i
Cc1ccc(S(=O)(=O)N/N=C\c2cn(CC(N)=O)c3ccccc23)cc1	i	i	i	i	-0.2	9.0	i	i	i	i	i
COc1ccc(-c2cc(C(=O)N3CCCCC3)c3ccccc3n2)cc1	i	i	i	i	1.1	-4.4	i	i	i	i	i
CN(C)/N=C/C=C1\CC/C(=C\c2ccc(F)c(F)c2)C1=O	i	i	i	i	-0.2	15.6	i	i	i	i	i
O=C(c1cc(COc2c(F)cccc2F)on1)N1CCc2ccccc2C1	i	i	i	i	-0.1	u	i	i	i	i	i
Cn1ccs/c1=N\S(=O)(=O)c1ccc(C(C)(C)C)cc1	i	i	i	i	-0.1	8.9	i	i	i	i	i
Cc1onc(-c2ccccc2Cl)c1C(=O)NCCCN1CCOCC1	i	i	i	i	0.1	13.1	i	i	i	i	i
CC(=O)NC(Cc1ccc(F)cc1)C(=O)NC1CCN(C(=O)NCc2ccccc2)CC1 (configuration not stated)	i	i	i	i	-0.7	4.8	i	i	i	i	i
CS(=O)(=O)Cc1ccc(C(=O)NCC2(N3CCCCC3)CCCCC2)cc1	i	i	i	i	-0.1	9.0	i	i	i	i	i
O=C(/C=C/c1ccco1)Oc1cc(Br)cc(/C=N/NC(=O)c2ccccc2O)c1	i	i	i	i	96.6*	23.1	i	12*	i	i	i
O=C(CCNC(=O)c1ccco1)Nc1ccc(Cl)cc1F	i	i	i	i	-1.7	x	i	i	i	i	i
Fc1ccc(Cn2nnnc2CN2CCN(C3CCCCC3)CC2)cc1	i	i	i	i	0.1	30.6	i	i	i	i	i
Cc1ccc(CN2CCNC(=O)C2CC(=O)N(C)C2CCCCC2)cc1 (configuration not stated)	i	i	i	i	-1.0	18.6	i	i	i	i	i
COc1ccc(O[C@@H]2O[C@H](COC(C)=O)[C@@H](OC(C)=O)[C@H](OC(C)=O)[C@H]2NC(C)=O)cc1	i	i	i	i	-0.1	19.5	i	i	i	i	i
Next section.
SMILES	MrgX1 antag	TRPC6 inhibitor	MrgX1 PAM	PolyA inh	HIF activator	AI-2 QS modul	TRPC6 act	TRPC4 PAM	MrgX1 agonist	TRPC4 block	TRPC4 agonist
Cc1ccc(SCCNC(=S)Nc2cc(C)cc(C)c2)cc1	i	i	i	i	-0.2	6.0	i	i	i	i	i
C=C/C(C)=C/CC1C(=C)CCC2C(C)(C(=O)O)CCCC12C (configuration not stated)	i	i	i	i	-0.2	4.3	i	i	i	i	i
NS(=O)(=O)c1ccc(NC(=S)Nc2ccc(C(=O)N3CCCCC3)cc2)cc1	i	i	i	i	-0.2	40.3	i	i	i	i	i
Cc1ccc(C(=O)c2coc3ccc(O)c(CN4CCN(C)CC4)c23)cc1	i	i	i	x	1.2	19.9	i	i	i	i	i
CCC/C(O)=C1\C(=O)CC(C)(C)CC1=Nc1ccccc1O	i	i	i	i	-1.7	7.8	i	i	i	i	i
C=CCNC(=O)/C=C/c1cccs1	i	i	i	i	0.3	25.6	i	i	i	i	i
Cc1ccc2cc(C#N)c(N3CCN(C)CC3)nc2c1	i	i	i	i	0.4	12.0	i	i	i	i	i

The list is partial; count on the stated rates, not on these rows.
